# Screens: PubChem, several laboratories
# V1R ag counter: counter-screen for oxytocin receptor agonists: human V1a receptor agonists | CHO-V1R cells, Fluo-8 calcium fluorescence, agonist mode; 0% DMSO, 100% 3 nM vasopressin | actives 0.25% (n = 320,000) | activation, % at 3 µM;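 active = activation above the mean activation of all tested compounds plus 3 SD, per screening run, cut at about 20% in these data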;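 note: signal is peak over basal fluorescence ratio across a 100 second FLIPR read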
# MEKK3 PB1 HTS: raises or lowers MEK5 binding to the human MEKK3 PB1 domain | Q99759 | bead-based flow cytometry, Alexa488-MEK5 binding to MEKK3; actives lie on both sides; 0 = blocked by unlabeled MEK5, 100 = vehicle | binding response (% of control), % at 10 µM | actives 1.4% (n = 290,000) | AID 1529;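 active = binding response more than 3 SD above or below the average of its plate-row segment, actives on both sides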;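 note: Alexa488 bead fluorescence after subtracting the streptavidin-only scavenger bead signal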
# GPR7 antag: antagonists of human GPR7 (neuropeptides B/W receptor 1). P48145. GPR7-expressing cells, fluorescence antagonist assay. inhibition, % at 4.4 µM. actives 1.1% (n = 290,000); in the data active = inhibition above about 16%, passing the limit was not always enough;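 note: cells stimulated with the agonist NPW; 0% = agonist with vehicle and 100% = vehicle without agonist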
# Target sequence (P48145 whole entry, looked up): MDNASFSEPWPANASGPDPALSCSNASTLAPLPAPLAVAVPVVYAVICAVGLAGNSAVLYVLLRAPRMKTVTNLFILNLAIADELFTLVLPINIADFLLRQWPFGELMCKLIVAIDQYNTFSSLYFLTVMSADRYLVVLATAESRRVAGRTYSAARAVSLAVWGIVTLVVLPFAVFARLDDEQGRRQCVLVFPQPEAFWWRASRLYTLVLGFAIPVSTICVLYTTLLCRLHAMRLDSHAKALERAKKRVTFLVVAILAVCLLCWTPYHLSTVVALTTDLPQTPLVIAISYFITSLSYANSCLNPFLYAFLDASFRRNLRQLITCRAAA
# NALP1 inh: blocks the NALP1 inflammasome reconstituted in yeast | inhibition, % at 10 µM | actives 0.61% (n = 280,000) | S. cerevisiae NALP1/ASC/caspase-1 growth, X-gal OD620, 72 h | AID 2071; in the data active = inhibition mostly above about 24%, no sharp cut-off; inactive = mostly below about 32%; note: some compounds called inactive have numbers as strong as hits
# PHOSPHO1 inh: blocks human PHOSPHO1 phosphatase activity; Q8TCT1; actives 1.1% (n = 290,000); inhibition, % at 13.3 µM; recombinant PHOSPHO1, absorbance phosphatase assay; AID 1565; in the data active = inhibition above about 60%
# Target sequence (Q8TCT1 whole entry, looked up): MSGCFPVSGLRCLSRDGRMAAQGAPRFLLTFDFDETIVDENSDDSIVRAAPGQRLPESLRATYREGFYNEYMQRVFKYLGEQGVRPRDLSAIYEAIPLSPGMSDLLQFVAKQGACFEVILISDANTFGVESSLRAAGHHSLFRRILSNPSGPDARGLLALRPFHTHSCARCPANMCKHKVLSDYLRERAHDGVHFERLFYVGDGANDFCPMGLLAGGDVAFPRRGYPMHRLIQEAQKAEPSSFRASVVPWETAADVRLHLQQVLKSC
# MEKK2mut PB1 HTS: signal of MEK5 binding to mutant human MEKK2 PB1 domain. percent response, % at 10 µM. bead flow cytometry, Alexa488-MEK5 binding to MEKK2 mutant. actives 0.35% (n = 290,000); in the data active = percent response above about 24%, passing the limit was not always enough; note: inactives centre near 1; some results filed as inactive read as strong as hits; reference of the scale not given here
# MEKK2 WT-MEK5: raises or lowers MEK5 binding to wildtype human MEKK2 PB1 domain; actives 1.1% (n = 290,000); AID 1531; bead flow cytometry, Alexa488-MEK5 binding to MEKK2 WT; actives lie on both sides; binding response (% of control), % at 10 µM; Q9Y2U5; in the data active = binding response below about 67% or above about 130%
# GalR3 antag: human GalR3 antagonism. HEK293 GalR3-CNG cAMP membrane potential fluorescence; galR3 body fused to GalR1 C-terminus. inhibition, % at 3 µM. actives 0.44% (n = 360,000);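 active = inhibition above the screen-wide average plus 3 SD, cut at about 13% in these data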;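 note: forskolin and galanin both at EC90 stimulate the cells; cAMP rise reported by CNG channel membrane potential dye signal; 0% = forskolin plus galanin with DMSO and 100% = forskolin alone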
# OXTR agonist: activates the human oxytocin receptor | CHO-OTR cells, Fluo-8 calcium fluorescence; normalized: DMSO 0%, oxytocin 100% | activation, % at 3 µM | actives 0.32% (n = 320,000) | AID 2435 | P30559;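 active = activation above the mean of all tested compounds plus 3 SD, cutoff set per screening run, cut at about 20% in these data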;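 note: peak over basal fluorescence ratio from a 100 s FLIPR kinetic read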
# Target sequence (P30559 whole entry, looked up): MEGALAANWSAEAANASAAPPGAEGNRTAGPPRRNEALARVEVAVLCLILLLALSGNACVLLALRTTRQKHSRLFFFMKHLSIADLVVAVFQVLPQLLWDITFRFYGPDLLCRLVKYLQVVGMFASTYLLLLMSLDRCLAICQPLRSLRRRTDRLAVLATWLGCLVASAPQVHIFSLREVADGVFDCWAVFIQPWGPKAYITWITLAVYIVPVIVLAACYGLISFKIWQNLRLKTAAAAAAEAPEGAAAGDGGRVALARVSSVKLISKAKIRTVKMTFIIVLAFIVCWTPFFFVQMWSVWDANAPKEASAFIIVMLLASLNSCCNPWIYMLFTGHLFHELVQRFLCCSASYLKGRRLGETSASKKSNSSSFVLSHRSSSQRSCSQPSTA
# * marks the source's active call; other numbers are inactive results; x = no result given; [ ] = remark or other dose.
compound	V1R ag counter	MEKK3 PB1 HTS	GPR7 antag	NALP1 inh	PHOSPHO1 inh	MEKK2mut PB1 HTS	MEKK2 WT-MEK5	GalR3 antag	OXTR agonist
c1nc(COc2nsnc2N2CCOCC2)cs1	0.5	106	-10	-4	7	3	111	-3	0.4
NC(=O)c1ccc(NC(=O)COC(=O)c2ccc([N+](=O)[O-])cc2)cc1	0.6	85	-4	18	32	-11	87	-7	1.3
CCOC(=O)NC(=O)COC(=O)CNC(=O)c1cccc(OC)c1	0.4	98	-12	15	16	-1	98	5	-0.8
CN(Cc1ccccc1)C(=O)CSc1cc(=O)n(C)c2ccccc12	-1.5	103	18	3	-15	-2	98	-3	-1.1
O=C(c1cc2c(=O)oc3ccccc3c2s1)N1CCOCC1	1.5	107	2	35	0	6	109	-3	2.1
Cc1noc(C)c1C(=O)OCC(=O)/C=C1\N(C)c2ccccc2C1(C)C	0.4	100	-8	-5	-5	-3	96	-1	1.1
COc1ccc(Cn2nnnc2C(c2ccccn2)N2CCN(c3cc(Cl)ccc3C)CC2)cc1 (configuration not stated)	0.6	100	-7	10	-6	0	95	-5	-1.0
CCSc1nc(-c2ccccc2)nc(C(Cl)Cl)n1	0.4	115	-9	-4	12	0	101	-3	-2.0
CN(C)c1ccc(C(CNC(=O)Cc2cccc3ccccc23)N(C)C)cc1 (configuration not stated)	-0.5	102	-2	27	2	1	107	-2	-0.8
CN(C)CCCOc1ccc(C(C)(C)c2ccccc2)cc1	10	116	9	14	26	8	131	0	20*
Cc1cccc(OCC(=O)Nc2nccs2)c1C	2.6	99	-10	38*	28	-5	95	-2	0.2
COc1cc(CCC(=O)OCC(=O)N2CCc3ccccc32)cc(OC)c1OC	2.5	96	0	11	20	-3	100	-10	-1.4
O=C1C2ON(c3ccc(Br)cc3)C(c3cccnc3)C2C(=O)N1C1CCCCC1 (configuration not stated)	0.0	x	-13	33	17	x	x	1	-0.6
CCN(Cc1nc2ccccc2n1C)c1ccccc1	-0.9	107	6	20	8	10	108	-9	-2.7
Cc1ccc(CNC(=O)C2CCC(=O)N(CC3CCCCC3)C2)o1 (configuration not stated)	1.8	102	-23	2	36	-1	100	-1	-0.1
Cc1cc(=O)n2[nH]cc(C(=O)O)c2n1	-0.1	89	-8	-91	4	-1	101	3	0.3
Cc1ccc(S(=O)(=O)c2c(C)nn(-c3ccccc3)c2OC(=O)c2ccco2)cc1	0.8	105	-2	13	-4	22	112	2	-1.9
Cn1cccc1Cc1nnc(SCC(=O)Nc2ccc(F)cc2)n1CCc1ccccc1	0.0	105	7	22	-6	4	104	1	-0.7
CCOC(=O)c1ccc(NC(=O)CSc2nc3ncccc3[nH]2)cc1	6.9	107	-14	20	4	-1	103	3	7.4
CCOP(=O)(c1ccccc1)C1(C#N)CCCC1 (configuration not stated)	0.1	98	-8	3	13	0	100	-3	0.8
COc1cccc(-n2nnc3c(=O)n(C/C=C/c4ccccc4)cnc32)c1	0.8	102	-3	x	36	3	105	x	0.9
O=C(Nc1nc2ccccc2[nH]1)c1ccc(Br)o1	-0.2	107	3	-7	-27	-1	106	3	-0.5
Cc1cnc(NC(=O)c2ccco2)s1	1.3	101	-7	-22	5	1	101	-4	-1.5
CCc1cccc(NC(=O)C2CCCN2S(=O)(=O)c2ccc3c(c2)n(C)c(=O)c(=O)n3C)c1 (configuration not stated)	0.6	71*[inhibitor]	-3	4	16	-15	70	-2	0.3
CCCS(=O)(=O)N1CCC(CCOc2ccccc2)(C(=O)OCC)CC1	1.2	108	-5	12	39	3	99	-9	-0.2
O=C(NCc1ccccc1)c1c(Cl)nc(Cl)c(Cl)c1Cl	-1.3	100	76*	-24	25	2	107	-13	-1.4
COc1ccccc1-n1c(C)nnc1SCC(=O)NCc1ccccc1	0.5	108	-12	-5	-3	-1	104	3	-0.3
COc1ccc(N2C(=O)CC(Sc3nnnn3-c3ccc(F)cc3)C2=O)cc1 (configuration not stated)	1.8	83	-9	17	44	-8	87	-3	0.7
COc1cc(NC(=O)c2cccc(F)c2)ccc1NC(=O)c1cc2ccccc2o1	-0.6	106	-7	5	x	10	105	-10	-0.1
CCn1c(SCC(=O)Nc2nccs2)nnc1-c1ccc(S(=O)(=O)N2CCCCCC2)cc1	9.5	101	-1	2	30	1	102	-4	6.1

# Remaining list, next part:
Molecule	V1R ag counter	MEKK3 PB1 HTS	GPR7 antag	NALP1 inh	PHOSPHO1 inh	MEKK2mut PB1 HTS	MEKK2 WT-MEK5	GalR3 antag	OXTR agonist
COc1ccc(-c2csc(NC(=O)C3=NN(c4ccccc4)C(=O)CC3)n2)cc1	5.2	100	23	16	27	-6	91	-2	4.9
CCN(CC)S(=O)(=O)c1cc(NC(=O)c2cc(-c3ccccn3)nc3ccccc23)ccc1C	0.3	101	-8	12	28	-2	99	-1	-0.1
Cc1cc(Nc2ccc(C(=O)N3CCCCC3)cc2)c2cccc(C)c2n1	x	100	-5	2	39	2	106	-9	x
CCN(CC)CCCNC(=O)Cn1ncc2c(=O)oc3ccc(C)cc3c21	-0.5	107	x	-2	-5	6	112	x	-0.3
OC(COc1ccccc1)Cn1cc(Br)cn1 (configuration not stated)	0.3	108	-10	12	9	3	109	-3	-0.2
COC(=O)c1ccc(/C=N\N2CCN(Cc3ccc(C)cc3)CC2)cc1	1.3	103	-9	-2	0	7	110	-8	-1.0
COc1ccc(NC(=O)/C=C2\SC(=O)NC2=O)cc1	-0.5	101	-21	4	52	2	100	8	-1.0
Cn1c(=O)c(=O)n(C)c2cc(S(=O)(=O)N3CCC(N4CCCCC4)CC3)ccc21	0.5	104	-3	x	x	2	101	6	0.8
c1csc(C2Nc3ccccc3-c3nc4ccccc4n32)c1 (configuration not stated)	-0.8	132*	0	68	-9	1	106	1	-1.1
CC(C)(C)NC(=O)CSc1nnc(NC(=O)c2ccccc2Cl)s1	0.5	93	-3	2	12	-2	92	-3	0.7
COc1ccc(CCNC(=O)CN2CCN(c3cccc(Cl)c3)CC2)cc1OC	0.6	99	-3	-13	-11	-1	99	3	-0.2
CN(CC(=O)Nc1n[nH]c(=S)s1)S(=O)(=O)c1cccc2cccnc12	1.6	107	3	-8	60*	4	104	-9	0.8
CC(=O)c1cc2c(=O)c3ccccc3oc2nc1C	0.7	95	-7	x	x	-4	100	1	-0.6
CCOc1cc(N2CCOCC2)c(OCC)cc1NC1=NCCCCC1	-0.7	114	-9	-4	-11	13	111	-6	-0.3
COc1ccc(N(CC(=O)N2CCc3ccccc3C2)S(=O)(=O)c2c(C)[nH]c(=O)[nH]c2=O)cc1	0.5	107	-2	-2	9	7	109	-2	0.7
Cc1ccc(C)c(N2CC(C(=O)Nc3cc(C)on3)CC2=O)c1 (configuration not stated)	2.3	93	-3	0	28	-7	94	-8	0.3
Cc1ccc2nc(C)cc(Cl)c2c1	0.4	102	-8	8	-10	-2	98	-1	0.7
CCOC(=O)Cc1c(C)nc(-c2ccccc2)[nH]c1=O	0.9	98	-8	12	-3	0	98	-1	1.3
O=C(Nc1ccc2oc(-c3cccc(F)c3)nc2c1)c1ccccc1F	1.0	105	-2	-10	8	3	106	-1	0.1
CC(C)(C)NC(=O)C(c1ccc(Cl)cc1)N(CCO)C(=O)c1snc(C(N)=O)c1N (configuration not stated)	0.2	103	-6	15	30	4	101	-5	-0.6
N#Cc1c(NC(=O)c2ccccc2)sc2c1CCC2	0.4	104	2	-8	17	1	109	-8	-1.1
O=C(c1ccco1)N1CCN(Cc2nnnn2CC2CCCO2)CC1 (configuration not stated)	-0.7	100	-1	29	49	-7	87	-2	-0.6
COc1ccccc1CCn1cnc2c3cc(C)ccc3n(C)c2c1=O	-1.7	2.0*[inhibitor]	7	-1	3	-16	2.0*[inhibitor]	-2	-2.3
Fc1ccc2nc(Nc3ccccc3)sc2c1	-0.9	120	-2	14	21	1	117	-7	-2.6
CC(C)C(OC(=O)c1ccco1)C(=O)NCc1cccs1 (configuration not stated)	-0.1	100	-5	13	-3	-5	95	0	0.0

# Entries listed above that bear a hit mark in GPR7 antag:
Structure	MEKK3 PB1 HTS	GPR7 antag	NALP1 inh	PHOSPHO1 inh	MEKK2mut PB1 HTS	MEKK2 WT-MEK5	GalR3 antag
O=C(NCc1ccccc1)c1c(Cl)nc(Cl)c(Cl)c1Cl	100	76*	-24	25	2	107	-13

# Carrying on.
Molecule	V1R ag counter	MEKK3 PB1 HTS	GPR7 antag	NALP1 inh	PHOSPHO1 inh	MEKK2mut PB1 HTS	MEKK2 WT-MEK5	GalR3 antag	OXTR agonist
CCOC(=O)C1=C(C)NC2=C(C(=O)CC(C)(C)C2)C1c1ccc2c(c1)CCCN2C (configuration not stated)	0.3	102	-6	5	7	21	103	2	-2.3
COc1ccc(NC(=O)c2ccco2)cc1S(=O)(=O)N1CCOCC1	1.1	85	-4	6	-8	-2	89	0	-0.5
Cc1ccc(C)c(NC(=O)CN(C)C(=O)c2cccc(S(=O)(=O)N(C)C)c2)c1	-0.6	x	1	-19	0	x	x	0	-0.2
Cc1ccc2[nH]c(=O)c(COC(=O)c3ccccn3)cc2c1	0.7	103	-6	11	10	3	100	5	0.7
Cc1ccc(S(=O)(=O)N2CCN(Cc3nc4ccccc4[nH]3)CC2)cc1C	1.3	102	-1	16	8	1	105	0	-0.3
O=C(Cc1ccccc1)Nc1nc(=O)c2ccccc2s1	-1.0	107	17	-2	-133	0	106	-1	-0.2
CCCC(C(=O)NC1CCCC1)N(CCCN1CCOCC1)C(=O)c1snc(C(N)=O)c1N (configuration not stated)	0.5	100	-5	4	0	6	103	-3	-0.8
O=C(CCn1nnc2ccccc2c1=O)N[C@@H](Cc1ccccc1)C(=O)O	-0.6	105	-15	6	-3	6	102	-3	-0.1

# Rewritten as labelled records: entries from further up
COc1ccc(NC(=O)c2ccco2)cc1S(=O)(=O)N1CCOCC1
  V1R ag counter = 1.1; MEKK3 PB1 HTS = 85; GPR7 antag = -4; NALP1 inh = 6; PHOSPHO1 inh = -8; MEKK2mut PB1 HTS = -2; MEKK2 WT-MEK5 = 89; GalR3 antag = 0; OXTR agonist = -0.5
Cc1ccc(C)c(NC(=O)CN(C)C(=O)c2cccc(S(=O)(=O)N(C)C)c2)c1
  V1R ag counter = -0.6; MEKK3 PB1 HTS = x; GPR7 antag = 1; NALP1 inh = -19; PHOSPHO1 inh = 0; MEKK2mut PB1 HTS = x; MEKK2 WT-MEK5 = x; GalR3 antag = 0; OXTR agonist = -0.2
Cc1ccc2[nH]c(=O)c(COC(=O)c3ccccn3)cc2c1
  V1R ag counter = 0.7; MEKK3 PB1 HTS = 103; GPR7 antag = -6; NALP1 inh = 11; PHOSPHO1 inh = 10; MEKK2mut PB1 HTS = 3; MEKK2 WT-MEK5 = 100; GalR3 antag = 5; OXTR agonist = 0.7
